IMPase Li cell = membrane-permeable IMPase blocker, potentiated with lithium. hit rate 0.35% among 210,000. Potency, µM (series often up to 59.4 µM), without a hit: at the highest dose activity, negative = IMPase inhibition, usual class: inhibitors. CHO-M1 cells, IP1 TR-FRET (IP-One), carbachol + lithium;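 note: IP1 builds up when IMPase is blocked and the TR-FRET signal falls; potency is the fitted concentration of half-maximal effect; plate controls were basal vehicle for no effect and high inhibitor control for full effect; nearly all actives have a fitted effect of over 50% in size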
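CHO cells stably expressing M1 receptor (2000/well, cultured 16–30 h) treated 30 min at 37C with compound plus low lithium. Cytosolic IP1 by TR-FRET (665/620 ratio and 620 channel) after 10 min lysis; AC50 by Hill fit.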
KinaseGlo FLuc = blocks Kinase-Glo luciferase, a counter-screen artifact. Q27757. Kinase-Glo luciferase, ATP luminescence, 8 min. Potency, µM (titrated, usually from 38.3 µM), without a hit: at the highest dose activity change, negative = inhibition, actives largely listed as inhibitors. hit rate 0.28% among 200,000; note: potency is the fitted concentration of half-maximal effect; % is set by controls: 0 for no effect and ±100 for the full control effect; nearly all actives have a fitted effect of over 60% in size
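Substrate mix (final 50 mM imidazole pH 7.2, 50 mM KCl, 7 mM MgCl2, 10 uM ATP, 0.01% Tween 20, 0.05% BSA) plus pin-tool compound, then Kinase-Glo detection mix; 8 min ambient, luminescence read.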
NPSR antagonist = blocks cAMP signaling of the human neuropeptide S receptor; Q6W5P4; CHO-NPSR cells, cAMP TR-FRET, antagonist mode; Potency, µM (doses to about 38.3 µM), for the others: top-dose activity change, negative = inhibition, hits mostly inhibitors; hit rate 1% among 220,000; note: potency is the fitted concentration of half-maximal effect; % is set by controls: 0 for no effect and ±100 for the full control effect; nearly all actives have a fitted effect of over 50% in size; many of its hits are not listed in these tables
Target sequence (Q6W5P4 whole entry, looked up): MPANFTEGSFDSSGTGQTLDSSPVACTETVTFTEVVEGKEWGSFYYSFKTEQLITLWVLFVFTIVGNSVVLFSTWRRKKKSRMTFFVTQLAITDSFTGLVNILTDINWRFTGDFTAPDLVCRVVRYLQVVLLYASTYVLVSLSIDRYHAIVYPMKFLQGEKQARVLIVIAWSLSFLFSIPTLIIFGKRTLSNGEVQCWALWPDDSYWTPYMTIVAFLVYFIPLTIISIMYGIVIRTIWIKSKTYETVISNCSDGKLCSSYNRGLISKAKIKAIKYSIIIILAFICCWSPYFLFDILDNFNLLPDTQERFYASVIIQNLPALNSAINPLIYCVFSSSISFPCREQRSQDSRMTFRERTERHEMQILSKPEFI
LMNA splice mod = changes lamin A minigene splicing in HeLa cells; Potency, µM (series often up to 46.1 µM), without a hit: at the top dose ratio change, negative = inhibition, actives largely listed as inhibitors; AID 1487; HeLa LMNA splicing GFP/RFP minigene ratio, 48 h; hit rate 0.01% among 200,000; active = well fitted inhibition curve with a large enough effect in the signal ratio, with a control signal flat, not every such curve was filed as active; inconclusive = small, poorly fitted or top-dose-only effect, or effect the other way, or a change in a side signal; the % refers to the signal ratio; note: potency is the fitted concentration of half-maximal effect; % is set by controls: 0 for no effect and ±100 for the full control effect
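S3 HeLa cells stably expressing lamin A-EGFP splicing minigene plus DsRed2, 600 cells/well, 48 h compound exposure at 37C. Laser-scanning cytometry; analysed as GFP (500-530 nm)/RFP (575-640 nm) total intensity ratio; 0.5% DMSO vehicle.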
Epigenetic reg = epigenetic control regulation, reporter derepression | AID 1865 | hit rate 0.2% among 280,000 | Potency, µM (top dose mostly 53.9 µM), inactives show top-dose GFP activation, usual class: activators | murine LDR cells, GFP reporter derepression, 30 h; note: potency is the fitted concentration of half-maximal effect; % of control where 0% means no effect; nearly all actives have a fitted effect of over 60% in size
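Murine LDR cells bearing a silenced CMV-driven GFP reporter were exposed to compound for 30 h at 37 C. After PBS washes, GFP-positive cells (20-120 um objects) counted by laser-scanning microplate cytometry.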
CBFb RUNX1 block = CBF-beta/RUNX1 interaction disruption; Q01196+Q13951; AlphaScreen CBFb-His/RUNX1-biotin binding, biochemical; Potency, µM (top dose mostly 59.8 µM), without a hit: at the top dose activity, negative = inhibition, actives largely listed as inhibitors; 230,000 tested, under 10 active; AID 1477; note: % of control where 0% means no effect
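CBF-beta (His) and RUNX1 (biotin), 30 nM each; 20 min preassociation; + compound, 15 min; + beads 50 ng each (Ni, streptavidin), 90 min; RT; AlphaScreen read.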
GLA spleen mod = inhibits or activates alpha-galactosidase in human spleen homogenate; AID 2107; human spleen homogenate, 4MU-alpha-Gal fluorescence, 40 min; Potency, µM (series often up to 80 µM), for inactives: at the top dose activity change, negative = inhibition, most hits filed as inhibitors; hit rate 0.008% among 240,000; P06280;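 note: potency is the fitted concentration of half-maximal effect; 0% = enzyme with vehicle and -100% = no enzyme basal signal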
Target sequence (P06280 32-429 limits assumed): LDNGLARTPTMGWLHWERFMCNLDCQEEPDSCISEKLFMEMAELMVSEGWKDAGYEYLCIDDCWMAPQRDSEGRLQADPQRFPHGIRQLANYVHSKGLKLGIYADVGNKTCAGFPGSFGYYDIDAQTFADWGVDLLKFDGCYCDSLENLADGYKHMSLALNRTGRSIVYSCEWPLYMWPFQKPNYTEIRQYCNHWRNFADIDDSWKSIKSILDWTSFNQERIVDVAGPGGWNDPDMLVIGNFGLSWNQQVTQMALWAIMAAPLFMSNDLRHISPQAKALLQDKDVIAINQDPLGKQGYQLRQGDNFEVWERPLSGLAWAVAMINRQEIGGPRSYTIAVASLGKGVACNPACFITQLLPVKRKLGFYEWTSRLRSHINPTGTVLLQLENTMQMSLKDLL
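qHTS titration in buffer at pH 5.0. Alpha-galactosidase activity in spleen homogenate was measured via 4-methylumbelliferone release from 1 mM fluorogenic substrate after 40 min at 37C and a pH 10 stop. AC50 came from Hill fits of control-normalized data.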
An asterisk follows results filed as active; ? = inconclusive; . = no result given; [ ] = another dose, or the depositor's remark. Unless noted, calls come from the whole dose curve; as a rule, active = well fitted curve in the direction sought with a large enough effect; inconclusive = small, poorly fitted or top-dose-only effect, or another doubt; inactive = no such curve, though single readings can be large; an effect the other way counts as inactive or inconclusive.

SMILES	IMPase Li cell	KinaseGlo FLuc	NPSR antagonist	LMNA splice mod	Epigenetic reg	CBFb RUNX1 block	GLA spleen mod
CC(C)CN(C#N)c1nc(N2CCOCC2)nc(N2CCOCC2)n1	6%[38.3 µM]	0%	?	?	-1.0%	1%	-8%
N#C/C(=C\Nc1ccc(Cl)cn1)S(=O)(=O)c1ccccn1	.	.	-6%	.	1.1%	-2%	10%
Cc1ccc(C(=O)NCCc2nnc3ccc(SCC(=O)Nc4ccc(C)cc4C)nn23)cc1	1%	-2%	-21%[46.1 µM]	2%	2.3%	-3%	-3%
O=C(NCc1ccccc1)C1C(=O)N(Cc2ccccc2)C(=O)C1C1(O)CCCC1 (centres undefined)	.	.	-12%[46.1 µM]	0%	-7.8%	3%	-2%
CC(O)C(NC=C1C(=O)OC(C)(C)OC1=O)C(=O)O (centres undefined)	-9%	.	6%	.	1.3%	-10%	10%
CCN1C(=O)c2ccc(C(=O)O)cc2C1=O	-3%	2%	4%[46.1 µM]	-17%	1.0%	-1%	1%
COc1ccc(OC)c(NC(=O)Nc2cc(NC(=O)Nc3cc(OC)ccc3OC)c(C)nc2C)c1	-2%	0%	-33%	-11%	-1.6%	-1%	-3%
Cc1cc(C(=O)CSc2ncn[nH]2)c(C)n1-c1cccc(S(=O)(=O)N2CCOCC2)c1	4%	-3%	11%	?	-0.1%	-6%	-1%
O=[N+]([O-])c1nn(-c2ccc3c(c2)OCCO3)n(O)c1=NCCC1=CCCCC1	20%	0%	-20%	?	1.6%	?	0%
COc1ccc(S(=O)(=O)N2CCN(CC(=O)Nc3ccc(C)c(F)c3)CC2)cc1	9%	-3%	-19%[46.1 µM]	-18%	-0.9%	-11%	-4%
O=C(NC1CCCCC1)N1CCCCCC1	-11%[38.3 µM]	-1%	1%[46.1 µM]	-1%	-1.0%	4%	-14%
CCc1ccc(NC(=O)c2ccc(F)c(S(=O)(=O)NCC3COc4ccccc4O3)c2)cc1 (centres undefined)	15%	3%	-9%	?	0.0%	1%	-1%
c1ccc(C2=NNC(=NCc3ccc4c(c3)OCO4)SC2)cc1	.	.	?	-5%	-0.9%	-29%	4%
CCN(CC(=O)Nc1ccccc1Br)C1CCCCC1	-2%	-1%	?	?	1.1%	2%	1%
COc1ccc(Nc2nc(-c3ccccc3)nc3ccccc23)cc1S(=O)(=O)N1CCOCC1	.	.	-54%	.	3.1%	21%	7%
Cc1ccc(NC(=O)c2csnn2)c(C)c1	1%	8%	-16%[46.1 µM]	-4%	-1.2%	28%	0%
Cc1ccc(N2C(=O)CC(NNc3nc4ccccc4s3)C2=O)cc1 (centres undefined)	1%	0%	-5%	6%	-0.9%	-1%	-5%
O=C(Cn1nnc2c(cnn2-c2ccccc2)c1=O)N1CCN(c2ccccc2F)CC1	-5%[38.3 µM]	-1%	-13%[46.1 µM]	-2%	-0.5%	4%	2%
CC1SCC(NC(=O)c2ccccc2Cl)CS1 (centres undefined)	.	.	-6%	.	0.1%	4%	8%
COC(=O)c1c(NC(=O)c2nn(C)cc2Cl)sc2c1CCCC2	12%	-1%	8%[46.1 µM]	-3%	3.5%	13%	-1%
O/N=C/c1ccccc1OCc1ccccc1F	2%	-2%	10%	?	1.0%	1%	-5%
COC(=O)[C@H](C)NC(=O)NCc1ccccc1	.	.	-13%	.	0.1%	8%	-9%
Cc1ccc(S(=O)(=O)N2CCN(c3ncnc4c3cnn4-c3ccccc3)CC2)cc1	-1%[38.3 µM]	1%	-5%[46.1 µM]	2%	1.8%	-4%	7%
O=C(NNS(=O)(=O)c1ccc(F)c(Cl)c1)c1cccc(S(=O)(=O)N2CCOCC2)c1	1%	-2%	3%	-13%	0.0%	-5%	-2%
CCn1c(SCC(=O)Nc2cc(F)ccc2C)nnc1-c1ccccc1O	14%[38.3 µM]	2%	0%[46.1 µM]	?	0.0%	4%	4%

New compounds follow:
SMILES	IMPase Li cell	KinaseGlo FLuc	NPSR antagonist	LMNA splice mod	Epigenetic reg	CBFb RUNX1 block	GLA spleen mod
O=C(CC12CC3CC(CC(C3)C1)C2)NC(Cc1ccccc1)C(=O)O (centres undefined)	9%	-2%	1%	?	-0.2%	3%	-6%
COc1ccc([N+](=O)[O-])cc1NC(=O)COC(=O)C1CC1	-1%	-2%	10%	.	-5.7%	20%	-2%
CN(C)c1ccnc(-n2cccc2/C=N/OCc2cccc(F)c2)c1C#N	24%[38.3 µM]	-4%	-22%[46.1 µM]	7%	-1.0%	4%	2%
COc1ccc(-c2[nH]ncc2CN2CCC(N3CCSCC3)CC2)cc1F	-6%	-2%	-1%	.	-1.1%	4%	-4%
CCCOc1ccccc1NC(=O)c1c(-c2ccccc2)noc1C	18%[38.3 µM]	2%	?	?	-0.8%	21%	-4%
CCOc1ccc(C2C(C#N)=C(N)Oc3cc(C)[nH]c(=O)c32)cc1OC (centres undefined)	.	.	-10%	.	1.4%	8%	4%
CCCCSc1nnc([C@H](CC(C)C)NC(=O)OC(C)(C)C)o1	25%[38.3 µM]	-8%	-13%[46.1 µM]	1%	0.9%	11%	-3%
Cc1noc(C)c1COc1cccc(C(=O)OC(C)C#N)c1 (centres undefined)	8%	0%	-20%	2%[46 µM]	2.9%	0%	15%
O=C1CS/C(=N/N=C/c2ccncc2)N1	.	.	8%	?	0.0%	2%	6%
COc1cc(OC)c(OC)cc1/C=N/NC(=O)c1cc(-c2cccn2C)n[nH]1	-2%[38.3 µM]	0%	-14%[46.1 µM]	4%	0.9%	-21%	-14%
CC1=C(C)CC(C(=O)Nc2cccc([N+](=O)[O-])c2)C(C(=O)O)C1 (centres undefined)	-5%	3%	7%	-5%	0.0%	10%	4%
CCS(=O)(=O)c1ccc(Sc2nncn2C)c([N+](=O)[O-])c1	6%	2%	3%	-4%[9.22 µM]	0.0%	11%	-14%
CCCOC(=O)c1c(-c2ccc(C)cc2C)csc1NC(=O)C1C2CCC(O2)C1C(=O)O (centres undefined)	-2%	-3%	-36%	?	-1.0%	1%	2%
Cc1nc2sc(C(c3ccccc3)N3CCC(O)CC3)c(O)n2n1 (centres undefined)	-6%[38.3 µM]	-1%	0%[46.1 µM]	0%	3.2%	3%	-1%
O=C(Nc1cccc(F)c1)N1CCCC2(CCN(C(=O)c3csnn3)CC2)C1	1%	-3%	.	.	.	.	-1%
CN1CCc2cc(O)c(O)cc2C(c2ccccc2)C1 (centres undefined)	6%	-4%	-7%[46.1 µM]	?	-0.1%	-3%	18%
Cc1c(NC(=O)c2cn3ccccc3n2)cccc1-n1cnnn1	.	.	7%	19%[46 µM]	7.6%	10%	13%
Cc1cc(=O)[nH]c(SCC(=O)N2CCCCCC2)n1	11%[38.3 µM]	-7%	-14%[46.1 µM]	-2%	2.1%	7%	-4%
O=C(Nc1ccccc1-c1ccccc1)c1cc(C(F)(F)F)cc(C(F)(F)F)c1	6%	0%	1%	-4%	2.1%	5%	-1%
CCCCn1c(=O)nc2n(-c3ccc(Cl)cc3)c3ccccc3cc-2c1=O	1%	2%	-33%	9%	-1.8%	1%	9%
c1ccc(Oc2cc(-n3cncn3)ncn2)cc1	-3%	-5%	11%	-2%	-4.8%	9%	-1%
CCCc1nc2ccccc2c(=O)n1N	30%[activator][38.3 µM]	0%	-1%[46.1 µM]	0%	1.5%	3%	-20%
CC1CC(C)(C)N2C(=O)C3(Nc4ccccc4S3)c3cccc1c32 (centres undefined)	-11%[38.3 µM]	2%	?	-3%	-0.6%	-15%	4%
Cc1ccc(NC(=O)c2c(C)nn(-c3ccccc3)c2Cl)cc1	2%	1%	-8%[46.1 µM]	?	0.0%	-5%	-8%
O=C(COC(=O)c1cccnc1Nc1ccccc1F)NC1CC1	-7%	-3%	7%	-7%	0.0%	-5%	2%
CCOc1ccc(S(=O)(=O)N(C)c2ccc(OCC(=O)Nc3nc4ccccc4s3)cc2)cc1	11%	7%	-21%	?	-1.1%	8%	-13%
CC(=O)OCC1OC(Oc2cc(OC(C)=O)c3c(=O)cc(-c4ccc(OC(C)=O)cc4)oc3c2)[C@@H](OC(C)=O)C(OC(C)=O)C1OC(C)=O (some centres undefined)	1%	-1%	.	?	8.8%	.	-7%
O=C(CSCc1c(Cl)cccc1Cl)Nc1ccccc1-c1ccccc1	9%	1%	-52%	?	-1.6%	30%	2%

Rewritten as a markdown table: 2 of the compounds above
| molecule | IMPase Li cell | KinaseGlo FLuc | NPSR antagonist | LMNA splice mod | Epigenetic reg | CBFb RUNX1 block | GLA spleen mod |
| --- | --- | --- | --- | --- | --- | --- | --- |
| O=C1CS/C(=N/N=C/c2ccncc2)N1 | . | . | 8% | ? | 0.0% | 2% | 6% |
| COc1cc(OC)c(OC)cc1/C=N/NC(=O)c1cc(-c2cccn2C)n[nH]1 | -2%[38.3 µM] | 0% | -14%[46.1 µM] | 4% | 0.9% | -21% | -14% |

Only LMNA splice mod, for some of the entries so far:
compound	LMNA splice mod
O=C(COC(=O)c1cccnc1Nc1ccccc1F)NC1CC1	-7%
CCOc1ccc(S(=O)(=O)N(C)c2ccc(OCC(=O)Nc3nc4ccccc4s3)cc2)cc1	?
CC(=O)OCC1OC(Oc2cc(OC(C)=O)c3c(=O)cc(-c4ccc(OC(C)=O)cc4)oc3c2)[C@@H](OC(C)=O)C(OC(C)=O)C1OC(C)=O (some centres undefined)	?
O=C(CSCc1c(Cl)cccc1Cl)Nc1ccccc1-c1ccccc1	?

Record cards (already shown). Order of screens: IMPase Li cell	KinaseGlo FLuc	NPSR antagonist	LMNA splice mod	Epigenetic reg	CBFb RUNX1 block	GLA spleen mod
Record of CCN1C(=O)c2ccc(C(=O)O)cc2C1=O → -3%	2%	4%[46.1 µM]	-17%	1.0%	-1%	1%
Record of CC1SCC(NC(=O)c2ccccc2Cl)CS1 (centres undefined) → .	.	-6%	.	0.1%	4%	8%
Record of c1ccc(Oc2cc(-n3cncn3)ncn2)cc1 → -3%	-5%	11%	-2%	-4.8%	9%	-1%
Record of N#C/C(=C\Nc1ccc(Cl)cn1)S(=O)(=O)c1ccccn1 → .	.	-6%	.	1.1%	-2%	10%
Record of CCCc1nc2ccccc2c(=O)n1N → 30%[activator][38.3 µM]	0%	-1%[46.1 µM]	0%	1.5%	3%	-20%

Only part of the results is shown. The share of hits here may be higher or lower than overall.
